High-throughput results as filed in PubChem BioAssay.
DYRK1A inh = rat Dyrk1A kinase inhibitors, primary screen, biochemical, single point, plate reader; Dual specificity tyrosine-phosphorylation-regulated kinase 1A (Rattus norvegicus), Q63470; ADP-Glo luminescence, NFATc1 peptide; inhibition, % at 12.5 µM; hit rate 0.43% among 310,000; AID 504441, 2011; in the data active = inhibition above about 50%;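 also: plate controls were vehicle with enzyme for no effect and no enzyme for full effect; many of its hits are not listed in these tables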
GSK3B inh = human GSK3beta kinase inhibitors, primary screen, biochemical, cell-free homogeneous, HTS | Glycogen synthase kinase-3 beta (Homo sapiens), P49841 | AID 2097, 2009 | GST-GSK3beta kinase, ADP-Glo luminescence, 60 min; active compounds read low | activity score (negative = inhibition), % at 10 µM | hit rate 0.038% among 300,000;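 active = more than half of replicate wells score below -50%, meaning over 50% inhibition versus plate controls; inconclusive = some replicates but at most half score below -50%; inactive = no replicate scores below -50%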;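 also: 0% = median DMSO wells and -100% = median GW8510 positive control wells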
Target sequence (P49841 whole entry, looked up): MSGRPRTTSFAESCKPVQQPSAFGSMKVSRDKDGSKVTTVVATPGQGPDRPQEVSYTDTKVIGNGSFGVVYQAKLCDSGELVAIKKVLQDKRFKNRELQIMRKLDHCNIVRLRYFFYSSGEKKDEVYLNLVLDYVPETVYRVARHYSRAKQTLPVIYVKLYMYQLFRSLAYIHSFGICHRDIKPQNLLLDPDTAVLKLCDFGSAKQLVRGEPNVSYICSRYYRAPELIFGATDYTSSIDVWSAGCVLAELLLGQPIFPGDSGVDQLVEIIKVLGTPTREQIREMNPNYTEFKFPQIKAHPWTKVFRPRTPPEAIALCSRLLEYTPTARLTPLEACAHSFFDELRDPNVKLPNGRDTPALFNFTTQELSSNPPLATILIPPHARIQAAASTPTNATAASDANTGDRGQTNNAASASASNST
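Assay system: GST-fused GSK3beta enzyme, cell-free / Medium: Tris pH 7.5 buffer with MgCl2, DTT, BSA, heparin / Also added: peptide substrate plus 25 µM ATP (final) / Compound: 10 µM single point / Timing: kinase reaction with compound 60 min at room temperature / Detection: ADP-Glo luminescence / Benchmarks: DMSO neutral wells and GW8510 at 20 µM as positive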
KCNK9 block = KCNK9 potassium channel inhibitors, primary screen, HEK293 cells, thallium flux | Potassium channel subfamily K member 9 (Homo sapiens), Q9NPC2 | FluxOR thallium flux fluorescence; active compounds read low | B-score at 10 µM | hit rate 1.2% among 310,000 | AID 488922, 2010;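 active = ratio B-score over 3 SD below the library mean, with starting fluorescence within 5 SD of its mean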;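 also: negative B-score means less thallium flux so channel inhibition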
KCNQ1 act = potentiators or activators of KCNQ1 channel, primary screen, cell-based, thallium flux, high-throughput; Potassium voltage-gated channel subfamily KQT member 1 (Homo sapiens), P51787; CHO-K1 KCNQ1, thallium flux FluxOR fluorescence; active compounds read high; B-score at 10 µM; hit rate 0.35% among 310,000; AID 2648, 2010;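 active = fluorescence ratio B-score, a plate-corrected score, at least three library SD, with initial intensity B-score within 5 SD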
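Medium – assay buffer, equal DMSO in all wells · Material – CHO-K1 cell line with stable KCNQ1 potassium channel expression · Signal – kinetic FluxOR thallium fluorescence, 10-s 1-Hz baseline, 110-s post-stimulus read · Compound – single concentration per compound, DMSO matched to controls · Schedule – 37 °C overnight plating, 90-min dark dye load, 20-min compound pretreatment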
RGS4 pot = RGS4 potentiators or activators, primary screen, cell-based, HEK293 M3R inducible RGS4, calcium flux; B-score at 10 µM; carbachol calcium flux Fluo4; active compounds read low; AID 463111, 2010; hit rate 0.92% among 310,000;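 active = B-score of the integrated calcium signal more than 4 SD below the library mean, with starting fluorescence not abnormally high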;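 also: negative B-score means reduced calcium response which marks RGS4 activation or potentiation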
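Detection: kinetic calcium fluorescence imaging with Fluo4-AM dye, 2 µM / Material: HEK293 cells with stable M3R and inducible RGS4 / Schedule: recording 10 s baseline at 1 Hz, 100 s post-agonist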
HDAC3 inhib = HDAC3 deacetylase inhibitors, primary screen, biochemical, fluorescence, cell-free homogeneous; Histone deacetylase 3 (Homo sapiens), O15379; recombinant HDAC3, fluorogenic peptide/trypsin coupled; inhibition, % at 8.3 µM; hit rate 0.15% among 320,000; in the data active = inhibition above about 26%, passing the limit was not always enough; inconclusive = no clear call, values can overlap the other calls
Target sequence (O15379 whole entry, looked up): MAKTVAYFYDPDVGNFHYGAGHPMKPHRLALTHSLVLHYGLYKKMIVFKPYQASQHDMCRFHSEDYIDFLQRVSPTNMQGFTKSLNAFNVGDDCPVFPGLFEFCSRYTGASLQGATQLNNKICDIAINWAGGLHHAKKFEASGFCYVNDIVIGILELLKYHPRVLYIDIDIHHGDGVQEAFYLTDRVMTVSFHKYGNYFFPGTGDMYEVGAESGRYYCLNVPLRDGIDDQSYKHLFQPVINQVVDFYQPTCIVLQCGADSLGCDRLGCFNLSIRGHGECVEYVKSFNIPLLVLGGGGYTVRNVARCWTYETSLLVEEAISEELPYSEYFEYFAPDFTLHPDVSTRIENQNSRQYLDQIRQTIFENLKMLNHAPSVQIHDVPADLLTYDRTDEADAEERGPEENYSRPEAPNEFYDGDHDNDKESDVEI
GSK3A inh = blockers of GSK3A enzyme activity – biochemical, luminescence, cell-free homogeneous, HTS, primary screen; inhibition, % at 10 µM; GSK-3 alpha kinase, ADP-Glo luminescence, 60 min; Glycogen synthase kinase-3 alpha (Homo sapiens), P49840; hit rate 0.1% among 320,000;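 in the data active = inhibition above about 50%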;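 also: GST-tagged GSK-3 alpha with peptide substrate and 25 µM ATP; 0% = DMSO neutral wells and 100% = GW8510 positive control wells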
PolyA inhibitor = polyadenylation inhibitors in yeast reporter cells, primary screen, luminescence, S. cerevisiae; calls only at 12 µM; AID 1875, 2009; hit rate 0.02% among 300,000; S. cerevisiae SKY197-pL101 polyadenylation reporter, beta-gal luminescence; efflux-impaired pdr1/pdr3 knockout yeast; score 100 = 6 SD above DMSO;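 active = lowest replicate activity score at least 50, where 100 means six control SD above control mean; inconclusive = lowest score under 50 but half or more replicates reach 50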;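 also: yeast exposed to compound for 9 h at 30 °C; higher score means more reporter readthrough which indicates perturbed polyadenylation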
hERG protect = hERG rescue from dofetilide block, primary screen, cell-based, CHO-hERG, FluxOR thallium flux, dofetilide IC70. dofetilide IC70 present. activation (rescue from dofetilide block), less the hit threshold, % at 10 µM. hit rate 0.51% among 310,000. AID 1511, 2009;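 active = activation above the mean of controls blocked by dofetilide plus 5 SD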;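 also: thallium influx through hERG after potassium depolarization seen as dye fluorescence rise; in these data hits start at about 4.7%; inactives centre near -7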
KCNQ1 inh = inhibitors of human KCNQ1 channel, primary screen, cell-based, thallium flux, high-throughput. Potassium voltage-gated channel subfamily KQT member 1 (Homo sapiens), P51787. CHO-K1 KCNQ1, FluxOR thallium flux fluorescence; active compounds read high. B-score at 10 µM. hit rate 1.3% among 310,000;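 active = compounds whose thallium flux B-score, printed positive for inhibition, exceeds three library SD while starting fluorescence stays within three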;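 also: channel opened by potassium depolarization with thallium stimulus after 20 min compound exposure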
KCNK3 inh = human KCNK3 channel inhibitors, primary screen, CHO cells, FluxOR thallium flux, B-score; Potassium channel subfamily K member 3 (Homo sapiens), O14649; FluxOR fluorescence; active compounds read low; B-score at 10 µM; hit rate 0.84% among 340,000; AID 602410, 2012;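 active = B-score under library mean minus 4 SD, starting fluorescence ratio at most library mean plus 5 SD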;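 also: more negative B-score means stronger inhibition of thallium flux through KCNK3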
The depositor's hits bear a star; i = inactive; ? = inconclusive; . = no result given. Only part of the results is shown; rates above refer to the full screens.

SMILES	DYRK1A inh	GSK3B inh	KCNK9 block	KCNQ1 act	RGS4 pot	HDAC3 inhib	GSK3A inh	PolyA inhibitor	hERG protect	KCNQ1 inh	KCNK3 inh
C/C(=N\Nc1ccc(S(=O)(=O)Nc2ccccc2)cc1[N+](=O)[O-])c1ccncc1	.	2	i	i	i	-2	-2	.	0	i	.
BrC(/C=C\c1ccccc1)=N/Nc1nc(N2CCOCC2)nc(N2CCOCC2)n1	3	-9	i	i	i	-4	0	i	-10	i	i
CSc1nc(C)c2c(n1)N(c1ccc(C(C)C)cc1)CC2	4	-2	i	i	i	4	-1	i	1	i	i
Cc1ccc(C)c(OCC(O)CN2CCC(Cc3ccccc3)CC2)c1 (centres undefined)	0	0	i	i	i	-5	1	i	-16	i	i
Cc1ccccc1N(CC(=O)NC1CCCC1)C(=O)C1(C)CC(=O)N=C2C=CC(Cl)=CN21 (centres undefined)	2	3	i	i	i	-56	-4	i	-5	i	i
COc1ccccc1N1C(=O)CC(Sc2n[nH]c(-c3cccc(C)c3)n2)C1=O (centres undefined)	2	0	i	i	i	3	-3	i	-6	i	i
CC(=O)c1cccc(NC(=S)NCCCCc2ccccc2)c1	15	-3	i	i	i	-2	-2	i	-9	6*	i
CCc1ccccc1NC(=O)c1ccccc1N1C(=O)C2C3C=CC(C3)C2C1=O (centres undefined)	-2	-2	i	i	i	-4	-20	i	-3	i	i
COc1ccccc1NC(=S)N1CCN(c2cccc(C)c2C)CC1	3	-1	i	i	i	4	-1	i	-13	i	i
COc1ccc(OCCOC(=O)CCS(=O)(=O)c2ccc(C)cc2)cc1	15	1	i	i	i	5	-4	i	-12	i	i
C#CCN1C(=O)C(O)(CC(=O)c2cccc(OC)c2)c2ccccc21 (centres undefined)	4	-2	i	i	i	3	2	i	-13	i	i
O=C(c1ccccc1F)N1CCN(c2cccc(C(F)(F)F)c2)CC1	2	1	i	i	i	3	1	i	-18	i	i
O=C(O)C[C@@H](CNC(=O)COc1ccc2ccc(=O)oc2c1)c1ccc(Cl)cc1	4	2	i	i	i	10	-8	i	-4	i	i
O=C(NCc1ccco1)c1ccc(COc2cc(Cl)ccc2Cl)cc1	-1	-23	i	i	i	1	0	i	-3	i	i
COCCCNC(=O)CCS(=O)(=O)Cc1ccc(C)cc1	.	3	i	i	i	1	-1	i	2	i	i
CCOc1ccc(C(=O)Nc2nnc(SCC(=O)NCC3CCCO3)s2)cc1 (centres undefined)	2	-1	i	i	i	0	-1	i	-9	i	i
Cc1cccc(C)c1Nc1nnc(SCc2nc3ccccc3s2)s1	5	-2	i	i	i	6	-5	i	-17	i	i
Cc1c(NCc2cccnc2)cccc1C(=O)O	1	3	i	i	i	2	0	i	-10	i	i
CCCCOc1ccc(C(O)C(CN2CCCCC2)c2ccccc2)cc1 (centres undefined)	-2	-1	i	i	-7.6*	0	3	i	-17	i	i
COc1ccccc1C(=O)COC(=O)CN1C(=O)NC2(CCCC2)C1=O	3	-1	i	i	i	3	0	i	-14	i	i
CCOC(=O)C1=C(CSc2nccn2C)NC(=O)NC1c1ccc2c(c1)OCO2 (centres undefined)	5	-1	i	i	i	5	4	i	-6	i	i
CCC1Oc2ccc(C)cc2N(CC(=O)NCc2cc(OC)ccc2OC)C1=O (centres undefined)	-8	6	i	i	i	1	-2	i	0	i	i
Cc1c(-c2ncn[nH]2)sc(C#N)c1-c1ccccc1	21	-1	i	i	i	4	5	i	-5	i	i
CCC1Nc2ncnc(N3CCOCC3)c2N(Cc2ccc(C)cc2)C1=O (centres undefined)	2	-3	i	i	i	11	-4	i	-2	i	i
CC(O)CNCCCOc1ccccc1OCc1ccccc1 (centres undefined)	1	4	i	i	i	11	2	i	-11	i	i
NC(=O)CC(NC(=O)Cc1ccc(Cl)cc1)c1ccc(NC2CCN(Cc3ccccc3)CC2)c([N+](=O)[O-])c1 (centres undefined)	2	4	i	i	i	7	-2	i	-10	i	i
CCOC(=O)c1ccc(S(=O)(=O)N2CCN(S(=O)(=O)CC)CC2)cc1	1	-2	i	i	i	3	0	i	-8	i	i
Clc1cccc(OCCCCCN2CCOCC2)c1	-5	2	i	i	i	-1	2	i	-4	i	i
CCc1ccc2[nH]c(=O)c(CN(Cc3ccc4c(c3)OCO4)C(=O)c3ccco3)cc2c1	.	3	i	i	i	4	0	i	-6	i	.
CCSc1ccccc1C(=O)NC1CCCCC1	3	0	i	i	i	3	0	i	-8	i	i
Cc1cc(Br)cnc1NC(=S)Nc1ccc(F)cc1F	-8	3	i	i	i	5	-3	i	-16	i	i
O=C(CNC(=O)c1ccc(-c2ccccc2)cc1)OCc1ccc(Cl)cc1	3	0	i	i	i	-4	-4	i	-1	i	i
Cc1cc(OCC(=O)c2ccc(Br)cc2)ccc1N1C(=O)CCC1=O	-2	-1	i	i	i	-3	0	i	-8	i	i
COc1cc(S(=O)(=O)NC2CCCCC2)ccc1F	6	-2	i	i	i	6	4	i	-8	i	i
CC(C)c1ccc(NC(=O)Cc2ccc(NC3=NC4CS(=O)(=O)CC4S3)cc2)cc1 (centres undefined)	2	3	i	i	i	-2	1	i	-9	i	i
CCCCNC(=O)c1cccc(NC(=O)C(=O)c2ccccc2NC(C)=O)c1	-1	3	i	i	i	.	-1	i	-7	i	i
Cc1c(C(=O)Nc2cccc(F)c2)cnn1-c1ccccc1	-2	-2	i	i	i	2	-1	i	-7	i	i
CN(C)CCCNc1cc(-c2ccccc2)nc2cc(-c3cccc(F)c3)nn12	1	4	i	i	i	-37	-2	i	-15	i	i
Cc1ccc(NCc2nnc(SCC(=O)Nc3ncc(C)s3)n2CC2CCCO2)c(C)c1 (centres undefined)	-8	1	i	i	i	.	0	i	-5	i	i
COc1ccccc1NS(=O)(=O)c1ccc(NC(=O)c2nc3ncccn3n2)cc1	-2	-2	i	i	i	.	.	i	-5	i	i
O=C(NCCNc1ccc([N+](=O)[O-])cc1Cl)c1ccccc1F	4	-5	i	i	i	-2	18	i	-3	i	i
COc1cc(/C=C/C(=O)OCC(=O)N2CCc3ccccc3C2)ccc1O	14	-1	i	i	i	?	-2	i	-10	i	i
Cc1cc(C(=O)N(C)CC(=O)Nc2ccc(Cl)c(C(F)(F)F)c2)no1	10	2	i	i	i	.	-3	i	-16	i	i
Nc1cccc(C(=O)O)c1	-2	2	i	i	i	-2	1	i	-6	i	i
COc1ccc(NC(=S)NN2CCOCC2)cc1OC	-1	0	i	i	i	-3	-9	i	-1	i	i
COCCNC(=O)c1ccc2c(=O)n(Cc3ccco3)c(SCC(=O)Nc3ccc(OC)cc3OC)nc2c1	-2	1	i	i	i	6	-2	i	-2	i	i
COc1cc(OC)c(OC)cc1/C=N/NC(=S)NCCN1CCOCC1	6	2	i	i	i	3	0	i	-2	i	i
CCN(CC)CCN1C(=O)/C(=C\c2ccc(Cl)c([N+](=O)[O-])c2)SC1=Nc1ccc(OC)cc1	2	2	i	i	i	-13	3	i	-19	i	i
Cn1c(=O)c(=O)n(C)c2cc(S(=O)(=O)CCC(=O)N3CCOCC3)ccc21	5	1	i	i	i	4	-2	i	0	i	i
COc1cccc(-c2nnc(NC(=O)C(C)C)o2)c1	13	1	i	i	i	1	0	i	-5	i	i
O=C(CC(NCCN1CCOCC1)C(=O)O)Nc1cccc(Cl)c1 (centres undefined)	4	1	i	i	i	5	-2	i	-10	i	i
N#CCCN(Cc1cccnc1)S(=O)(=O)c1ccc(S(=O)(=O)N2CCCCCC2)cc1	4	-4	i	i	i	-1	-2	i	-8	i	i
COc1cccc(NC(=O)CSc2nnc(-c3ccoc3C)n2CC2CCCO2)c1 (centres undefined)	-5	-4	i	i	i	1	0	i	-3	i	i
COc1ccc(CCn2c3c(c(=O)[nH]c2=O)C(NC(=O)c2cccs2)(C(F)(F)F)C(=O)N3)cc1OC (centres undefined)	-1	1	i	i	i	5	-2	i	-9	i	i
O=C(N/N=C/c1ccc2cccnc2c1)c1nc2ccccc2c(=O)[nH]1	4	0	i	i	i	.	0	i	-13	i	i
CCCCn1c(N)c(N(Cc2ccccc2OC)C(=O)c2c(CC)noc2C)c(=O)[nH]c1=O	-3	0	i	i	i	-3	1	i	-12	i	i
O=C(Nc1ccc2c(c1)OCO2)C1CCCN1C(=O)NCc1ccccc1 (centres undefined)	-3	-4	i	i	i	-12	-3	i	-14	i	i
OC1CCCN(C(=S)Nc2ccc(SC(F)F)cc2)C1 (centres undefined)	1	1	i	i	i	-1	10	i	-14	i	i
CC(Oc1ccccc1)C(=O)Nc1ccccc1O (centres undefined)	-3	-2	i	i	i	-6	-1	i	-11	i	i
O=C1CC(NCc2ccccc2F)C(=O)N1c1ccccc1 (centres undefined)	3	-2	i	i	i	-4	-5	i	-17	i	i
CCC(C)Nc1nc(-c2ccccn2)nc2ccccc12 (centres undefined)	3	-2	i	i	i	0	-2	i	-6	i	i
Cc1nc2nc(-c3ccccc3)cn2nc1C	2	1	i	i	i	-4	5	i	3	i	i
